Screens as filed in PubChem.
aSyn yeast inh = alpha-synuclein toxicity inhibition in yeast; Yeast expressing alpha-synuclein, growth rescue, BacTiter-Glo, 24 h; Potency, µM (titrated, usually from 46.1 µM), inactives show at the highest dose growth rescue (activation), most hits filed as activators; 370,000 tested, 0.14% active; AID 652106; note: potency is the fitted concentration of half-maximal effect; % of control where 0% means no effect; nearly all actives have a fitted effect of over 65% in size
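Screening used galactose-induced yeast with toxic alpha-synuclein levels, exposed to compound for 24 hr at 30 deg C. Cell growth, read with BacTiter-Glo luminescence, gave the measured signal.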
PTHR1 agonist = agonists of human PTHR1 parathyroid hormone receptor; Q03431; HEK293 GP2 PTHR1 cells, GloSensor cAMP luminescence, 1 h; Potency, µM (doses to about 115 µM), for inactives: at the highest dose activation, most hits filed as activators; 410,000 tested, 0.075% active; AID 743266; note: potency is the fitted concentration of half-maximal effect; nearly all actives have a fitted effect of over 55% in size; some results filed as inactive show a strong effect at the top dose; inactives centre near -15; many of its hits are not listed in these tables
Target sequence (Q03431 whole entry, looked up): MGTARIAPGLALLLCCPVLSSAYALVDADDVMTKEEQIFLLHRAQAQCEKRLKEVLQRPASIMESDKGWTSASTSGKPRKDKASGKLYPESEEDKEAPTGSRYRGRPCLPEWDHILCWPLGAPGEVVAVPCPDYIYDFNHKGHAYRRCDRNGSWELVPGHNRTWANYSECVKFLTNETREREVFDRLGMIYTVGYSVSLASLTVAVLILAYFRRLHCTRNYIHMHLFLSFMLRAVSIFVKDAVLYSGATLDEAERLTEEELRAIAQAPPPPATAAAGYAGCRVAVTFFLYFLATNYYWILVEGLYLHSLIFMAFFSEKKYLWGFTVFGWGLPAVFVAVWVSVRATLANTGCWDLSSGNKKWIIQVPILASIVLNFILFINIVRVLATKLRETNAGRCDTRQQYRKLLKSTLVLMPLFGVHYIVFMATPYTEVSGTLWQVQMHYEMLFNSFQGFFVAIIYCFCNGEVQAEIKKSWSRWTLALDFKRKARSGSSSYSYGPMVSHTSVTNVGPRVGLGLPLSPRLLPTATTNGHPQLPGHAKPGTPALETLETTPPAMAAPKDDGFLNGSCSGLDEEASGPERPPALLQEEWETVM
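HEK-293-derived GP2 cells expressing PTHR1 and a GloSensor cAMP reporter, 3,000/well, plated overnight, given luciferin plus IBMX (each 0.5 mM as added) for 1 h at 37 °C, then compound for 1 h at 37 °C. Luminescence was read after 15 min at room temperature.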
MmCpn inh = blocks the Methanococcus maripaludis chaperonin Mm-Cpn. purified Mm-Cpn ATPase, ADP Transcreener TR-FRET. Potency, µM (doses to about 76.9 µM), inactives show top-dose activity, negative = inhibition, hits mostly inhibitors. 330,000 tested, 0.031% active. AID 504842; note: potency is the fitted concentration of half-maximal effect; % is set by controls: 0 for no effect and ±100 for the full control effect; nearly all actives have a fitted effect of over 80% in size
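Inhibition of chaperonin ATP hydrolysis is measured as reduced ADP production, detected by competitive TR-FRET in which signal falls with ADP. Final enzyme 25 nM and ATP 10 uM, reacted 30 min at 37°C.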
GLP1R inv ag = GLP-1 receptor (human) inverse agonism | P43220 | HEK293 GLP-1R CRE-luciferase, luminescence, 24 h; GLP-1R form is constitutively active | Potency, µM (top dose mostly 38.3 µM), for inactives: at the highest dose activity change, negative = inhibition, hits mostly inhibitors | 410,000 tested, 1.6% active | AID 624417; note: potency is the fitted concentration of half-maximal effect; % is set by controls: 0 for no effect and ±100 for the full control effect; nearly all actives have a fitted effect of over 55% in size
Target sequence (P43220 whole entry, looked up): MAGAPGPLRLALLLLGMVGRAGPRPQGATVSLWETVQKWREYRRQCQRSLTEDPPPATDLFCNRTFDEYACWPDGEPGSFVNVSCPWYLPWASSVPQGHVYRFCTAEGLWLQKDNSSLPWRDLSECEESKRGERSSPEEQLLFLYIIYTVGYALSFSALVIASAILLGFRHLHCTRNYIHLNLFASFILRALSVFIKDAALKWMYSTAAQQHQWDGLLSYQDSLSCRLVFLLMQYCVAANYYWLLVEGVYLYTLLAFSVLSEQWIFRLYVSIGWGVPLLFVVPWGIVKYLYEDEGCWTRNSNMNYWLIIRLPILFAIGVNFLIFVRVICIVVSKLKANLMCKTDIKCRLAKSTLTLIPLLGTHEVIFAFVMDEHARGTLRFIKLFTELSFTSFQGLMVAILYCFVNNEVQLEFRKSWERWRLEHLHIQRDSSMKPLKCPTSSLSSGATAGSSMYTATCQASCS
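Constitutively active GLP-1R drives a cAMP-responsive luciferase in stably transfected HEK293 cells; test compounds are added after overnight (12 h) attachment and left 24 hr, and signal loss in luminescence marks inhibition.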
TDP43 rescue = inhibitors of TDP-43 toxicity in yeast | 410,000 tested, 1.8% active | AID 652104 | Potency, µM (highest dose often 46.1 µM), inactives show at the highest dose growth rescue (activation), most hits filed as activators | TDP-43 expressing yeast growth rescue, BacTiter-Glo, 24 h; note: potency is the fitted concentration of half-maximal effect; % of control where 0% means no effect; nearly all actives have a fitted effect of over 50% in size
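Growth rescue of TDP-43-toxic yeast measured as ATP luminescence (BacTiter-Glo). Cells grown to mid-log in raffinose, induced in galactose at OD600=0.02, exposed to compound 24 hr at 30 deg C.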
FUS suppressor = FUS proteinopathy suppression in yeast; S. cerevisiae FUS-expressing, growth rescue, OD600, 24 h; Potency, µM (titrated, usually from 76.6 µM), without a hit: at the highest dose growth rescue (activation), hits mostly activators; 390,000 tested, 0.24% active;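 note: potency is the fitted concentration of half-maximal effect; plate controls were DMSO vehicle for no effect and reference control for full effect; nearly all actives have a fitted effect of over 55% in size; some results filed as inactive show a strong effect at the top dose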
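Absorbance at 600 nm, taken 24hr after compound addition, measured rescue of FUS-yeast growth at 30C. Induction used 2% galactose with seeding at OD 0.005. Controls: CP55940 from 92uM final, DMSO only.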
Abeta rescue = restores growth of yeast expressing A-beta42 peptide. yeast expressing A-beta42, growth rescue, OD600, 48 h; response scale: 0% DMSO, 100% iron-clioquinol control. 410,000 tested, 0.063% active. AID 1347071. Potency, µM (titrated, usually from 46.1 µM), for the others: at the top dose growth rescue, usual class: activators; note: potency is the fitted concentration of half-maximal effect; nearly all actives have a fitted effect of over 55% in size
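Growth rescue measured by 600 nm absorbance after 48 h yeast culture at 30 C with compound. Values normalized between DMSO and an equimolar ferric chloride plus clioquinol control.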
GLP1R cytotox = cytotoxicity counter-screen for GLP-1 receptor inverse agonists; HEK293 cAMP-luciferase reporter cells, luminescence, 24 h; AID 624418; 410,000 tested, 0.13% active; Potency, µM (highest dose often 38.3 µM), for the others: at the top dose activity change, negative = inhibition, actives largely listed as inhibitors;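 note: loss of luciferase light is scored as toxicity; potency is the fitted concentration of half-maximal effect; % is set by controls: 0 for no effect and ±100 for the full control effect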
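Compound-treated cells are incubated 24 hr at 37 deg C under 5% CO2 after a 12 hour attachment period, then luciferase detection reagent is added and luminescence is measured following 12 min at room temperature; lowered signal indicates toxicity.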
pAkt inh = inhibitors of Akt phosphorylation; Neuro2A IGF-stimulated pAkt S473 HTRF, 20 min; hits give low values; activity change, % for hits at 50 µM; 360,000 tested, 0.32% active; AID 651550; in the data active = activity change below about -80%; inconclusive = mostly about -51% to -80%; note: % is set by controls: 0 for no effect and ±100 for the full control effect
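Single-point screen (50 µM final compound) in Neuro2A cells stimulated 20 min with 6 nM IGF at 37 deg C. After lysis, Ser473-phosphorylated Akt read by HTRF (ex 330 nm, em 615/665 nm) as the 665/615 ratio.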
Numbers without * were called inactive; i = inactive; ? = inconclusive; . = not tested or not shown; & = joins results of further samples; [ ] = remark or other dose. Unless noted, calls come from the whole dose curve; as a rule, active = well fitted curve in the direction sought with a large enough effect; inconclusive = small, poorly fitted or top-dose-only effect, or another doubt; inactive = no such curve, though single readings can be large; an effect the other way counts as inactive or inconclusive.

Sample of the layout (6 entries):
no.	Molecule	aSyn yeast inh	PTHR1 agonist	MmCpn inh	GLP1R inv ag	TDP43 rescue	FUS suppressor	Abeta rescue	GLP1R cytotox	pAkt inh
1	Cc1noc(C)c1C(=O)Nc1ccc(S(=O)(=O)N2CCC(C)CC2)cc1	-10%	-76%[inhibitor]	0%	-19%	5%	17%	31%	3%	i
2	COc1ccc(CNC(=O)C2CCN(S(C)(=O)=O)CC2)c(OC)c1	-2%	i	-3%	9%	15%	-38%	-9%	2%	i
3	COc1cccc(C(=O)N2CCN=C2SCc2cccnc2)c1OC	0%	-14%	-4%	-6%	9%	-16%	-19%	6%	i
4	CCOc1ccc(/C(O)=C2/C(=O)C(=O)N(c3ccccn3)C2c2ccc(C)cc2)c(C)c1 (stereo unspecified)	2%	i	?	-26%	-57%[inhibitor]	?	-32%[inhibitor]	23%	i
5	Cc1ccc(N2CCN(C(=O)Cn3ncc4c([nH]c5ccc(C)cc54)c3=O)CC2)c(C)c1	.	i	.	-9%	13%	-4%	-6%	-3%	.
6	Cc1ccc(S(=O)(=O)N/N=C/c2cc(Br)c(C)o2)cc1	-3%	-74%[inhibitor]	3%	19%	1%	14%	4%	-12%	-95%*

This part in full (from the top)
no.	Molecule	aSyn yeast inh	PTHR1 agonist	MmCpn inh	GLP1R inv ag	TDP43 rescue	FUS suppressor	Abeta rescue	GLP1R cytotox	pAkt inh
1	Cc1noc(C)c1C(=O)Nc1ccc(S(=O)(=O)N2CCC(C)CC2)cc1	-10%	-76%[inhibitor]	0%	-19%	5%	17%	31%	3%	i
2	COc1ccc(CNC(=O)C2CCN(S(C)(=O)=O)CC2)c(OC)c1	-2%	i	-3%	9%	15%	-38%	-9%	2%	i
3	COc1cccc(C(=O)N2CCN=C2SCc2cccnc2)c1OC	0%	-14%	-4%	-6%	9%	-16%	-19%	6%	i
4	CCOc1ccc(/C(O)=C2/C(=O)C(=O)N(c3ccccn3)C2c2ccc(C)cc2)c(C)c1 (stereo unspecified)	2%	i	?	-26%	-57%[inhibitor]	?	-32%[inhibitor]	23%	i
5	Cc1ccc(N2CCN(C(=O)Cn3ncc4c([nH]c5ccc(C)cc54)c3=O)CC2)c(C)c1	.	i	.	-9%	13%	-4%	-6%	-3%	.
6	Cc1ccc(S(=O)(=O)N/N=C/c2cc(Br)c(C)o2)cc1	-3%	-74%[inhibitor]	3%	19%	1%	14%	4%	-12%	-95%*
7	C=CCn1c(Cc2cccs2)nnc1SCC(=O)Nc1cc(OC)cc(OC)c1	6%	-24%	0%	?	6%	27%	14%	-20%	i
8	CCOc1ccc(NC(=O)c2nccnc2CO)cc1	-1%	-23%	-1%	9%	-25%	18%	-7%	3%	i
9	CCOc1ccccc1CNC(=O)Cn1c(-c2ccccc2)cc(C(C)=O)c1C	.	-7%	.	-3%	25%	-10%	-1%	4%	.
10	O=C(Cc1ccc(S(=O)(=O)N2CCOCC2)s1)Nc1ccccc1N1CCCC1	5%	-12%	1%	13%	29%	.	11%	18%	i
11	Cc1cc(C)c(C)c(OCCCCN(C)Cc2ccccc2)c1	2%	-31%[inhibitor]	0%	?	0%	2%	2%	?	i
12	CCOc1ccc(CCNC(=O)CSc2nn(-c3ccc(C)c(Cl)c3)c(=S)s2)cc1OCC	9%	i	?	-6%	-6%	.	-5%	2%	i

(listing goes on)
no.	Molecule	aSyn yeast inh	PTHR1 agonist	MmCpn inh	GLP1R inv ag	TDP43 rescue	FUS suppressor	Abeta rescue	GLP1R cytotox	pAkt inh
13	COC(=O)c1ccc(C23CC4(C2)[C@H](CN(Cc2cccnc2)[C@@H]4c2ccccc2)C3c2ccc(C(F)(F)F)cc2)cc1 (stereo partly specified)	-8%	i	1%	?	13%	?	12%	-21%	i
14	COc1ccc(-c2cc([C@H]3[C@H]4C=CC[C@@H](C)[C@@H]4C(=O)N3Cc3ccccc3)ccc2F)cc1	8%	-15%	1%	?	5%	27%	10%	24%	i
15	CN1/C(=C\C(=O)CSc2nnc(N)s2)C(C)(C)c2ccccc21	9%	-32%[inhibitor]	0%	2%	-21%[0.397 µM]	-4%	1%	-14%	i
16	CCc1ccc2occ(CC(=O)Nc3c(C(=O)c4ccc(C)cc4)oc4ccccc34)c2c1	.	-22%	.	2%	9%	-4%	0%	-4%	.
17	O=C(CCCCC(=O)Sc1ccccc1)Sc1ccccc1	0%	-5%	.	?	?	15%	-20%	14%	i
18	C[C@@H]1C[C@@H]2OC(=O)[C@]3(C)[C@H]2[C@@H](OC3(C)O)[C@]2(C)C(=O)C=C[C@H]12 (stereo partly specified)	-7%	-17%	-2%	-25%	-15%	-19%	-7%	-14%	i
19	CC(=O)c1ccc(NC(=O)c2cccc(S(=O)(=O)N3CCN(C)CC3)c2)cc1	-1%	i	0%	-17%	-12%	10%	-15%	2%	i
20	CCN(CC)CCCNC(=S)N1CCC(c2nc3ccccc3[nH]2)CC1	1%	-6%	1%	-14%	18%	1%	-9%	6%	i
21	CC(C)CNc1cc(Cl)c(S(=O)(=O)NCC(C)C)cc1C(=O)O	1%	i	0%	-3%	15%	-4%	-5%	-4%	i
22	Nc1cc2nc3ccccc3oc-2cc1=O	1%	-26%	-3%	-8%	19%	5%	-50%[inhibitor]	?	i
23	CCOc1ccc(CC(=O)Nc2c(C(=O)c3ccc(F)cc3)oc3ccccc23)cc1OCC	.	i	.	-2%	11%	-8%	3%	-3%	.
24	Cc1cccc(C(=O)OC(C)C(=O)N2CCc3ccccc3C2)c1C (stereo unspecified)	6%	-7%	-1%	?	18µM*	.	-10%	-15%	i

Additional structures follow:
no.	Molecule	aSyn yeast inh	PTHR1 agonist	MmCpn inh	GLP1R inv ag	TDP43 rescue	FUS suppressor	Abeta rescue	GLP1R cytotox	pAkt inh
25	CCNc1nc(NC(C)(C)C)nc(Oc2ccc(=O)n(-c3ccccc3)n2)n1	-1%	i	1%	34%&3%	-8%&7%	-7%&9%	-6%&-5%	3%&6%	i
26	CCCN1CCN(C(=O)Cn2c(-c3cccs3)cc3ccccc32)CC1	.	12%	.	-30%	7%	-5%	18%	-4%	.
27	c1ccc(CN2CCN(CCOCCOc3cccc4ccccc34)CC2)cc1	3%	-15%	-2%	7.9µM*	-12%	1%	-19%	?	i
28	CCNC(=O)c1ccc2c(c1)S(=O)(=O)c1ccccc1C2=O	2%	i	1%	62%[activator]	17%	13%	4%	-10%	i
29	O=C(COc1ccccc1F)NC12CC3CC(CC(C3)C1)C2	6%	-36%[inhibitor]	-1%	?	?	12%	-14%	-5%	i
30	COc1ccc(CN(Cc2cccnc2)S(=O)(=O)c2ccc(-n3cnnn3)c(OC)c2)cc1	1%	-22%	-2%	13%	-2%	14%	16%	-1%	i
31	CC1=C(C(=O)N(C)C)CC(CC(=O)NCCCN(C)C)C(=O)N1Cc1ccccc1 (stereo unspecified)	0%	-5%	.	-6%	16%	-17%	-4%	3%	i
32	CCCCNC(=O)C(CC)(ONc1ccccc1C(F)(F)F)c1ccccc1OC (stereo unspecified)	7%	-15%	1%	?	8%	11%	6%	0%	i
33	ONC(=Nc1ccccc1)C(=Nc1ccccc1)NO	6%	i	0%	-4%	9%	-1%	24%	-7%	i
34	Cc1cc(S(=O)(=O)Nc2ccc(-c3ccc(N4CCCCCC4)nn3)cc2)c(C)cc1Cl	.	i	.	7.9µM*	-8%	?	-14%	-23%	.
35	CN(Cc1ccccc1)C(=O)CN(C1CCCCC1)S(C)(=O)=O	8%	i	4%	-21%	4%	8%	22%	-15%	i
36	CC(=O)CC[N+](C)(C)C	-1%	-39%[inhibitor]	.	9%	29%	.	10%	-2%	i

(cont.)
no.	Molecule	aSyn yeast inh	PTHR1 agonist	MmCpn inh	GLP1R inv ag	TDP43 rescue	FUS suppressor	Abeta rescue	GLP1R cytotox	pAkt inh
37	COc1ccc(C(=O)Nc2ccccc2-c2nnn(CC(=O)N3CCOCC3)n2)cc1	-5%	?	-1%	2%	-5%	10%	-5%	-15%	i
38	S=c1[nH]nc(-c2cccs2)n1/N=C/c1cn(-c2ccccc2)nc1-c1cccs1	13%	i	-6%	21%	6%	-5%	-4%	-15%	i
39	Cc1ccc(Sc2ncccc2C(=O)NCC(c2ccc(F)cc2)N2CCOCC2)c(C)c1 (stereo unspecified)	3%	-4%	-2%	-25%	9%	3%	21%	2%	i
40	CCOCCCn1c(SCc2nc3sc(C(=O)O)c(C)c3c(=O)[nH]2)nnc1-c1ccc(Cl)cc1	3%	i	0%	-3%[7.66 µM]	-8%	14%	8%	3%[7.66 µM]	i
41	COc1cccc(NC(=O)c2oc3ccccc3c2NC(=O)C(C)(C)C)c1	1%	24%[57.5 µM]	-8%	?	-8%	29%	18%	7%	i
42	CCOc1ccccc1NC(=O)CSc1nnc2c(CC)c(C)nc(N)n12	-5%	i	0%	34%[activator]	-8%	6%	9%	-5%	i
43	Cc1nc2nc(SCc3ccccc3)[nH]n2c(=O)c1C	-8%	-58%[inhibitor]	-2%	13%	17%	-37%	1%	0%	i
44	CN(C)c1ccc(S(=O)(=O)N2CCCCC2)cc1NC(=O)CCNC(=O)c1ccco1	-1%	i	0%	5%	4%	9%	-12%	2%	i

A portion of the library; count on the stated rates, not on these rows.
